# Screening data (PubChem BioAssay)
# MCF10A rerep – inducers of DNA re-replication in MCF 10A breast cells | MCF 10A DNA re-replication, Hoechst nuclear intensity, 48 h | Potency, µM (top dose mostly 46.1 µM), for inactives: top-dose activity, positive = re-replication, most hits filed as activators | 350,000 tested, 2.9% active; further: % of control where 0% means no effect; nearly all actives have a fitted effect of over 50% in size
# Nrf2 ARE act – Nrf2 pathway activation | Potency, µM (series often up to 46.1 µM), inactives show at the highest dose activation, most hits filed as activators | AREc32 ARE-luciferase reporter (MCF7-derived line), luminescence, 24 h | 410,000 tested, 0.31% active; further: % of control where 0% means no effect; nearly all actives have a fitted effect of over 65% in size
#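 Luminescent ARE reporter assay in AREc32_Fluc cells: overnight plating at 37 deg C, 24 hr compound incubation, Steady-Glo added, 30 min RT before reading.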
# EPAC2 antag – EPAC2 (human) antagonism; 360,000 tested, 0.18% active; EPAC2 GEF exchange of Rap1B-BODIPY-GDP, fluorescence; Q8WZA2; Potency, µM (doses to about 114 µM), without a hit: at the highest dose activity, negative = inhibition, actives largely listed as inhibitors; AID 720708; further: on the % scale 0 is the no-effect control and ±100 the full control effect; nearly all actives have a fitted effect of over 45% in size; many of its hits are not listed in these tables
# Target sequence (Q8WZA2 whole entry, looked up): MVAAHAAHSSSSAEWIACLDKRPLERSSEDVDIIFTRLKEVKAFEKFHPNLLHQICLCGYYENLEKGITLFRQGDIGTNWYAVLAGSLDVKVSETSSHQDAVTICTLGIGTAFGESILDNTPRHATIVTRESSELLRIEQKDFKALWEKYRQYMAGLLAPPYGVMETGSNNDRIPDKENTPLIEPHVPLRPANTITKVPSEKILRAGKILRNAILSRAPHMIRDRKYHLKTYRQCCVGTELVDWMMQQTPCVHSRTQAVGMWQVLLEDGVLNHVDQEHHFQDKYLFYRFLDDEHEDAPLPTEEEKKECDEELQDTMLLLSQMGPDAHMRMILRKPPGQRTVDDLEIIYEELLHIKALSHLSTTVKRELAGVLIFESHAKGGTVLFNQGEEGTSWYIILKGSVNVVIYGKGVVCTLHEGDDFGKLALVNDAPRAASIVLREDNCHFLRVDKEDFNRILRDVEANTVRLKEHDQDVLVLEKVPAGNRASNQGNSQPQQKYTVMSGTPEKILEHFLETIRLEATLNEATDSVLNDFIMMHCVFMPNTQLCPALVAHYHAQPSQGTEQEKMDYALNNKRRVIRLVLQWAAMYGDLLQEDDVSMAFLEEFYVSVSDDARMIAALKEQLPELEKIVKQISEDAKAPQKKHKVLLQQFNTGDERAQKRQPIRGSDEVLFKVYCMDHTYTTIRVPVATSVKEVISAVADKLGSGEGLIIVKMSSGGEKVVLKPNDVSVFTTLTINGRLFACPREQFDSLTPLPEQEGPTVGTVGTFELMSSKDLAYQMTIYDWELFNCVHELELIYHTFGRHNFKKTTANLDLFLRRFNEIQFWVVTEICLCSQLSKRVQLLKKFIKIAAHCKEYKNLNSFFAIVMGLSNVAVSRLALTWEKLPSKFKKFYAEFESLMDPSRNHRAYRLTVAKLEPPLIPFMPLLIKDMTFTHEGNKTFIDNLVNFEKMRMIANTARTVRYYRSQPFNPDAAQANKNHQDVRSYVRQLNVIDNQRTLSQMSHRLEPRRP
# HepG2 tox – counter-screen for TGF-b inhibitors: cytotoxicity in HepG2 cells. HepG2 CAGA-GFP viability, ATP luminescence, 18 h. Potency, µM (series often up to 46.1 µM), for inactives: top-dose activity change, negative = cytotoxicity, actives largely listed as cytotoxic. 410,000 tested, 0.76% active; further: some results filed as inactive show a strong effect at the top dose
#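 HepG2 CAGA-GFP cells (1000/well, DMEM with 1% FBS) received compound, then TGF-beta at 500 pg/mL final, and were incubated 18 hours at 37 degrees C. Viability was read by CellTiter-Glo luminescence. Media-only wells were set as complete cell-killing and DMSO as no toxicity.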
# TGFb SMAD3 inh – inhibitors of TGF-b signaling | HepG2 CAGA-GFP TGF-b/SMAD3 reporter, GFP fluorescence, 18 h; TGF-beta stimulated, 500 pg/mL final | Potency, µM (highest dose often 46.1 µM), without a hit: at the highest dose activity, negative = inhibition, most hits filed as inhibitors | AID 588855 | 410,000 tested, 1.2% active; further: on the % scale 0 is the no-effect control and ±100 the full control effect; nearly all actives have a fitted effect of over 65% in size
#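 Read-out: total well GFP (ex488/em500-530) summed from mean per-cell fluorescence. Cells: HEPG2 CAGA-GFP, 1% FBS DMEM, 18 h at 37 degrees C with 500 pg/mL final TGF-beta. Unstimulated wells served as the full-inhibition control; stimulated DMSO wells = 0%.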
# A549 tox – kills or reduces viability of A549 cells in Nrf2 counter-screen; A549 ARE-Fluc cells, CellTiter-Fluor viability, 18-24 h; Potency, µM (doses to about 46 µM), inactives show at the highest dose activity change, negative = cytotoxicity, hits mostly inhibitors; 390,000 tested, 0.16% active; further: on the % scale 0 is the no-effect control and ±100 the full control effect
#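 Cytotoxicity counterscreen: CellTiter-Fluor fluorescence was measured in A549 ARE_Fluc cells after 18-24 h of compound exposure in a concentration series. The subsequent BugLite luminescent read reports ARE-luciferase activity.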
# Nrf2 inh – Nrf2 pathway inhibition; A549 ARE-Fluc reporter, luciferase luminescence, 18-24 h; AID 504444; 360,000 tested, 2.1% active; Potency, µM (titrated, usually from 46 µM), for inactives: at the top dose activity change, negative = inhibition, hits mostly inhibitors; further: on the % scale 0 is the no-effect control and ±100 the full control effect; nearly all actives have a fitted effect of over 60% in size
#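 Quantitative HTS in A549 cells stably bearing an antioxidant response element-firefly luciferase construct. Inhibition of Nrf2-driven transcription was scored by luminescence after 18-24 h of compound exposure at 37 °C.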
# ATXN2 expr inh – inhibitors of ATXN2 expression | Potency, µM (highest dose often 57 µM), for the others: at the highest dose activity change, negative = inhibition, actives largely listed as inhibitors | HEK-293 ATXN2-luciferase reporter, luminescence, 24 h | 360,000 tested, 0.72% active; further: on the % scale 0 is the no-effect control and ±100 the full control effect; nearly all actives have a fitted effect of over 55% in size
#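 ATXN2-luciferase reporter cells (luciferase flanked by upstream and downstream ATXN2 gene portions) were treated 24 h at 37 °C with compounds at up to 57 uM. SteadyGlo luminescence gave expression; GF-AFC fluorescence gave viability.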
# ATXN viability – cell viability loss in ATXN counter-screen. S2 cells (HEK-293 line with an ATXN2-luciferase reporter) viability, CellTiter-Fluor protease fluorescence, 24 h. Potency, µM (highest dose often 56.7 µM), usual class: cytotoxic. 400,000 tested, 0.49% active. AID 651635; further: nearly all actives have a fitted effect of over 40% in size
# The depositor's hits bear a star; i = inactive; ? = inconclusive; . = not tested or not shown; [ ] = dose if it differs, or a comment. The call rests on the fitted dose curve; in most records, active means well fitted curve in the direction sought with a large enough effect; inconclusive means small, poorly fitted or top-dose-only effect, or another doubt; inactive means no such curve, though single readings can be large; an effect the other way counts as inactive or inconclusive. Potency means the concentration at half of the fitted maximal effect.
structure	MCF10A rerep	Nrf2 ARE act	EPAC2 antag	HepG2 tox	TGFb SMAD3 inh	A549 tox	Nrf2 inh	ATXN2 expr inh	ATXN viability
CCOC(=O)C1=C(C)Nc2ncnn2C1c1ccc2c(c1)OCO2 (configuration not stated)	0.7%	-0.2%	2.2%	4.2%	-0.7%	0.6%	-5.7%	-7.5%	i
Cc1cc(NC(=O)c2cc([N+](=O)[O-])cc([N+](=O)[O-])c2)no1	-5.6%	0.3%	1.2%	-92.8%	?	-3.9%	?	-38.0%	i
NS(=O)(=O)c1ccc(CCNC(=O)Cn2c(=O)c3cccn3c3cccnc32)cc1	-1.6%	-0.1%	7.7%	-2.0%	-0.8%	-6.8%	4.5%	9.3%	i
CC(=O)Nc1cccc(-c2cnc(N)c(C(=O)c3cccnc3)n2)c1	?	-4.2%	-11.3%	-12.8%	10µM*	?	5.17µM*	?	?
CCCn1c(N)c(C(=O)COC(=O)CNC(=O)c2ccccc2OCC)c(=O)[nH]c1=O	6.3%	-0.1%	4.7%	-15.4%	-1.7%	5.8%	-10.2%	9.9%	i
O=C(NC1CCSC1=O)C1CCCCC1 (configuration not stated)	?	0.7%	4.1%	0.9%	19.5%	-1.8%	0.2%	6.3%	i
O=C(NC(=S)Nc1cc(-c2nc3ccccc3[nH]2)ccc1Cl)c1ccc2c(c1)OCO2	3.26µM*	-0.2%	2.0%	-30.5%	11.8%	-19.5%	?	-32.7%	?
Cc1ccc(-c2csc3ncnc(Cl)c23)cc1	14.4%	?	1.9%	-17.6%	-5.5%	2.3%	5.6%	?	i
Cc1nc2oc3ccc(F)cc3c(=O)c2cc1C(=O)NC(C)(C)C	-2.1%	3.1%	?	1.0%	-22.6%	-7.5%	?	14.8%	i
O=C(O)C1CCC(=O)N(C2CCCCC2)C1c1ccccc1 (configuration not stated)	6.2%	-0.9%	-2.0%	-6.9%	-19.5%	-6.6%	10.7%	-0.7%	i
CCOc1ccc(S(=O)(=O)N(C)c2ccc(OCC(=O)NC3=NCCS3)cc2)cc1	1.5%	-0.4%	-12.6%	-8.0%	0.8%	-6.0%	?	4.0%	i
CC(/C=C/c1ccc2c(c1)OCO2)=N\NC(=O)c1cccc([N+](=O)[O-])c1	-4.6%	-0.5%	-6.6%	-42.3%	15.4%	0.5%[1.84 µM]	1.5%	?	i
CCOc1ccc(S(=O)(=O)N2CC(=O)Nc3ccccc32)cc1C#N	4.2%	0.4%	3.9%	-0.6%	15.9%	?	-1.2%	-24.2%	i
N#Cc1c(F)cccc1N1CCOCC1	0.5%	0.2%	6.8%	21.5%	?	-0.2%	12.4%	6.7%	i
CC1(C(=O)Nc2ccc3c(c2)OCO3)CC1(Cl)Cl (configuration not stated)	3.1%	1.0%	22.9%	-1.7%	18.0%	2.9%	?	37.9%	i
COc1cc(C(=O)NCC2CCCCC2)cc(OC)c1OC	-10.7%	0.5%	0.4%	-37.5%	-14.4%	-0.8%	-9.0%	17.1%	i
Cc1sc2ncnc(N3CCC(C(=O)Nc4ccc(S(N)(=O)=O)cc4)CC3)c2c1C	0.7%	0.2%	-8.9%	-13.6%	-21.6%	10.0%	?	.	?
O=C1CC(N2CCOCC2)=NN1c1ccc([N+](=O)[O-])cc1	-3.5%	-0.1%	12.6%	7.6%	-15.7%	-15.9%	3.4%	9.3%	?
CC(=O)Nc1ccc(S(=O)(=O)N2CCSC2c2ccco2)cc1 (configuration not stated)	-2.9%	-0.7%	4.1%	3.9%	-0.4%	-1.4%	-8.6%	-7.4%	i
CC1(Cc2ccccc2OC(F)(F)F)C(=O)Nc2c(Cl)ccc(Cl)c21 (configuration not stated)	.	-0.6%	?	-94.0%	14.1µM*	.	.	0.0%	?
CC(C)c1ccc(/C=N/NC(=O)c2nnn(-c3nonc3N)c2CN(C)C2CCCCC2)cc1	13.1%	-1.1%	5.2%	5.6%	7.0%	-2.5%	-13.9%	-10.4%	i
COC(=O)C1=C[C@@H](C(=O)OC)[C@@H]2C3=C(C(=O)[C@]2(C)NC(=O)c2ccccc2)[C@H](C)n2c(=O)n(-c4ccccc4)c(=O)n2[C@@H]3C1	-9.9%	23.1%	5.5%	-0.9%	?	-7.0%	2.4%	9.7%	i
CCCCn1nnc(NC(=O)CC23CC4CC(CC(C4)C2)C3)n1	-7.0%	-0.1%	3.3%	-3.0%	1.5%	1.0%	8.4%	8.0%	i
COc1cc2c(=O)n(Cc3ccccc3)c(=O)n(CC(=O)NCC3CCCO3)c2cc1OC (configuration not stated)	-2.2%	-0.3%	6.9%	-4.1%	2.5%	8.5%	20.7%	-2.4%	i
COc1ccc(C(C#N)N2CCC(c3ccccc3)=N2)cc1OC (configuration not stated)	?	?	?	-4.3%	?	-5.0%	11.2%	30.1%	i
Clc1ccc(CSc2nnc([C@@H]3CCCN3)o2)cc1	-0.2%	0.7%	19.8%	-10.6%	10.9%	-3.1%	.	-21.5%	i
CCCc1cc(C(=O)Nc2cc(OC)c(Cl)cc2OC)no1	0.8%	2.4%	-8.2%	1.7%	-0.4%	1.2%	3.7%	8.5%	i
CCn1c(SCC(=O)NC(C)C(C)C)nc2cc(S(=O)(=O)N3CCOCC3)ccc21 (configuration not stated)	9.1%	-0.2%	-2.5%	-16.8%	3.9%	-3.7%	?	0.9%	i
O=C(CSc1nc2ccsc2c(=O)n1Cc1ccccc1)NCc1ccco1	-1.6%	2.9%	1.7%	3.2%	-7.6%	0.0%	.	4.4%	i
O=C(O)CCC(=O)Nc1ccccc1C(=O)Nc1ccccc1	8.9%	0.1%	-5.0%	-0.5%	2.7%	-3.1%	-4.7%	-7.6%	i
CCOC(=O)N1CCC(NC(=O)c2ccc3c(c2)N(Cc2ccc(Cl)cc2)C(=O)c2ccccc2S3=O)CC1 (configuration not stated)	.	1.0%	.	4.1%	?	-16.6%	-2.2%	-20.9%	i
O=C(CC1Sc2ccccc2NC1=O)OC(C(=O)NCCc1ccccc1)c1cccnc1 (configuration not stated)	-0.1%	0.2%	0.7%	-9.1%	?	-2.8%	6.0%	1.4%	i
CCOC(=O)N1CCN(C(=O)c2cc3c(=O)n(C)c4ccccc4c3n2C)CC1	9.5%	0.3%	2.6%	1.2%	14.0%	6.8%	-7.5%	0.9%	i
CCOc1ccc(N2C(=O)Nc3ccccc3C2(O)C(=O)NCc2ccc3c(c2)OCO3)cc1 (configuration not stated)	0.3%	0.1%	-5.9%	-6.2%	23.3%	0.5%	3.1%	2.0%	i
CCOc1ccc(/C=N/NC(=O)COc2ccccc2-c2ccccc2)cc1	?	0.4%	-12.3%	-23.4%	2.9%	-19.1%	?	?	?
Cc1cc2c(c(=O)o1)C(Cc1ccccc1)C(C#N)=C(N)O2 (configuration not stated)	-42.7%[inhibitor]	0.3%	-2.7%	-4.4%	21.9%	-13.8%	-1.3%	3.4%	i
CN(C)S(=O)(=O)c1ccc(Cl)c(NC(=O)CN2CCCC2)c1	-5.5%	2.6%	0.2%	-2.0%	0.6%	2.3%	12.4%	8.5%	i
C[C@]12c3[nH]c4cc(-c5ccco5)ccc4c3CCN1C(=O)[C@@H](CC(=O)NCc1ccco1)C[C@@H]2C(=O)N1CCCCC1	?	5.6%	7.9%	-24.9%	?	?	?	?	?
O=C(Nc1ccccc1)Nc1nnc(SCc2ccc(Cl)cc2)s1	?	-0.1%	0.4%	6.2%	15.2%	-9.8%	-10.5%	-22.7%	i
CCOC1=NS(=O)(=O)c2ccccc21	-3.8%	0.0%	0.0%	5.6%	-3.5%	-2.1%	-12.2%	3.4%	i
COc1ccc(NC(=O)c2c(-c3ccccc3Cl)noc2C)c(OC)c1	6.5%	-0.5%	0.1%	-2.2%	2.3%	-0.3%	1.2%	23.3%	i
COc1cccc(-c2c(-c3cc(OC)cc(OC)c3)n(C)c3ccc(-c4ccc5cc[nH]c5c4)cc23)c1	-0.3%	-0.1%	3.6%	-17.3%	-13.8%	5.2%	0.5%	-5.1%	i
O=C(CCNC(=O)c1ccc(Br)cc1)NCc1ccccn1	-1.4%	-0.2%	12.4%	-12.9%	1.2%	0.4%	11.9%	1.5%	i
COc1ccccc1CNC(=O)CSC(=S)N1CCCC1	-3.0%	-0.8%	-8.1%	12.8%	31.5%[activator]	2.2%	-8.4%	-2.8%	i
CC(=O)c1cccc(NC(=O)c2noc3c2CCCC3)c1	.	4.7%	.	-21.6%	2.1%	-0.2%	?	15.3%	i
COc1cccc(NC(=O)CN2C(=O)NC3(CCCC3)C2=O)c1	-3.0%	-0.4%	1.7%	23.2%	8.6%	0.8%	13.1%	13.5%	i
O=C(Cn1cc(C(=O)c2cccs2)c2ccccc21)NCc1ccc2c(c1)OCO2	25.8%	-0.1%	10.9%	-17.0%	-0.5%	-12.8%	-29.5%	-18.7%	?
CCN(Cc1ccccc1)S(=O)(=O)c1nc2nc(C)c(C)c(C)n2n1	0.0%	0.1%	-3.3%[57.1 µM]	-6.8%	-1.9%	14.0%	2.2%	0.3%	i
CCC(C(=O)NCc1ccc(C)o1)n1nc(C)c2c(C)n(-c3ccccc3)nc2c1=O (configuration not stated)	-0.5%	-0.2%	-3.1%	-18.1%	0.5%	8.8%	-18.5%	-11.0%	i
CC(C)NC(=O)NNC(=O)c1nn(-c2ccc(F)cc2)ccc1=O	-2.9%	-0.3%	7.5%	-0.7%	-3.2%	3.7%	1.1%	-20.8%	i
CC(=O)/C(=N\Nc1ccccc1Cl)Sc1cccc2cccnc12	?	11.9%	-17.1%	-42.0%	?	2.3%	-5.6%	?	i
COc1cc(C(c2c(C)[nH][nH]c2=O)c2c(C)[nH][nH]c2=O)cc(Br)c1OC	15.2%	2.7%	1.9%	-20.3%	-5.4%	-4.2%	-7.9%	.	?
Cn1nnnc1SCCCNCc1ccc(-c2cccc(Cl)c2)o1	.	6.8%	.	-39.2%	?	1.8%	5.2%	3.9%	i

# Some of the compounds tested; rates above refer to the full screens.
